TbREL1 inh = TbREL1 inhibition, primary screen; P86926; TbREL1 RNA ligation, FRET fluorescence; inhibition, % at 9.66 µM; actives 0.49% (n = 89,000);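 active means inhibition above the mean inhibition across all screened compounds plus 3 SD, cut at about 11% in these data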;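 further: 0% = plate median of test wells and 100% = NSC42067 control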
Target sequence (P86926 whole entry, looked up): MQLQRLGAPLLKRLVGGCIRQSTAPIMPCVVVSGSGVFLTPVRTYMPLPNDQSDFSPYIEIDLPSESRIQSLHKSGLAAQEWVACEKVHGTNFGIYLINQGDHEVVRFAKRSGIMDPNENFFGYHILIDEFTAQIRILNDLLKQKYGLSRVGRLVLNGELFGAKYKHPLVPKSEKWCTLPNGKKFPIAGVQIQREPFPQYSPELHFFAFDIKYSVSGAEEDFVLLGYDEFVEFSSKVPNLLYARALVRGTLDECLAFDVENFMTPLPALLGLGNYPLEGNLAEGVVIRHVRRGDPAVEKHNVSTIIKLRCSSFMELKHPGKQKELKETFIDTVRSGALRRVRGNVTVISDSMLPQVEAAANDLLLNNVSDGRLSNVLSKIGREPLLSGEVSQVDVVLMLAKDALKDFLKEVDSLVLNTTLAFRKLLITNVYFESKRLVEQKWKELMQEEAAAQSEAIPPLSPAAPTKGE
Active calls of the source: *.

SMILES	TbREL1 inh
COc1ccc(SCc2noc(C(=O)NCC3CCCO3)c2C(=O)O)cc1 (stereo not given)	2
Cc1ccc(CC2S/C(=N/c3ccccn3)NC2=O)cc1 (stereo not given)	1
CCN(CC)S(=O)(=O)c1ccc(N2CCOCC2)c(NC(=O)CC(C)(C)C)c1	-3
CN(C)S(=O)(=O)c1cccc(NC(=O)CSc2cccc3cccnc23)c1	5
O=C(O)C1CCCCC1C(=O)Nc1nc(-c2cccs2)cs1 (stereo not given)	0
CCc1ccccc1NC(=O)NNC(=O)c1ccc2ccccc2c1O	-7
CCOC(=O)N1CCN(C(=O)C(=O)NNC(=O)COc2ccc(Cl)c(C)c2)CC1	6
CC(C)NS(=O)(=O)c1cc(C(=O)O)ccc1Cl	7
COc1cc2c(cc1NC(=O)CN1CCN(S(=O)(=O)c3ccc(F)cc3)CC1)oc1ccccc12	6
Cc1ccc(S(=O)(=O)Nc2nnc(CC(C)(C)C)s2)cc1	-2
COc1ccc(C(=O)CSc2nnc(-c3cccc(Cl)c3)n2Cc2ccco2)cc1	-2
CC(Sc1nnc(CC(=O)Nc2ccccc2F)n1C)C(=O)Nc1nccs1 (stereo not given)	0
O/N=C/c1cc(Br)ccc1OCc1ccc(F)cc1	7
CCCC(=O)Nc1sc2c(c1C(=O)Nc1ccccn1)CCCC2	1
CCCn1nnnc1SCC(=O)Nc1nnc(CC)s1	0
Cc1ccc(-c2nn(-c3ccccc3)cc2/C=N/NC(=O)c2ccncc2)o1	-3
CC(=O)c1ccc(NS(=O)(=O)c2ccccc2)cc1	5
Cc1ccc(NC(=O)c2ccccc2)s1	-1
O=C(CN1CCc2ccccc21)NC(c1ccccc1)c1ccccc1	-5
O=C(OCc1cn(Cc2ccccc2)nn1)c1ccccc1	-2
CCCNC(=O)C1(C)CCN(C(=O)c2ccc3ccccc3c2)C1 (stereo not given)	1
Cc1ccccc1NC(=S)NC(=O)c1cc(-c2ccccc2)nc2ccccc12	-4
CN1/C(=C/C=C/c2n(C)c3cc([N+](=O)[O-])c([N+](=O)[O-])cc3[n+]2C)C(C)(C)c2ccccc21	4
O=C(C=Cc1ccccc1F)c1ccccc1	-2
CCOC(=O)[C@H]1[C@H]2COc3ccc(Cl)cc3[C@@H]2N2C(=O)CN(Cc3ccco3)C(=O)[C@@]12C	-2
O=C(O)CSc1nnc(SCc2cccc3ccccc23)s1	1
O=S(=O)(NCCc1nnc2ccc(SCc3cccnc3)nn12)c1ccccc1	0
CCOc1ccccc1NC(=O)CCSc1nc2n[nH]c(C)c2c(=N)n1-c1ccccc1Cl	-4
CC(=O)Nc1ccc(NCCc2ccco2)cc1	-5
O=c1[nH]c(COc2ccc(Cl)cc2Br)nc2ccccc12	2
Cc1ccc(SCC(=O)Nc2ccc(N3CCN(C)CC3)c(F)c2)c(C)c1	-2
CN(C)C(=S)Nc1ccc(S(=O)(=O)N2CCCCC2)cc1	-3
Cc1ccccc1C(=O)Nc1nnc(SCC(=O)NCc2ccco2)s1	1
CCCC[C@@H]1CNC(=S)N1CC1CCCCC1	-6
CCC[C@H]1[C@@H](NC(=O)c2ccc(Cl)c(C(F)(F)F)c2)CC[C@@]23CCCN2C(=O)CCC[C@@H]13	-2
CCOC(=O)CC(NC(=O)c1cccs1)c1ccc(OCC)cc1 (stereo not given)	0
O=C(Cn1cnnn1)Nc1ccccc1Cc1ccccc1	0
O=C(OCc1c(Cl)cccc1Cl)c1cccnc1Cl	2
O=C(COc1ccc(Cl)cc1)NC(=S)Nc1ccccc1N1CCOCC1	-4
CC(O)C(NS(=O)(=O)c1ccc(Cl)cc1)C(=O)OCC(=O)Nc1cccnc1Cl (stereo not given)	1

An excerpt from above in order of formula weight, largest number first:
SMILES	TbREL1 inh
CC(O)C(NS(=O)(=O)c1ccc(Cl)cc1)C(=O)OCC(=O)Nc1cccnc1Cl (stereo not given)	1
Cc1ccccc1C(=O)Nc1nnc(SCC(=O)NCc2ccco2)s1	1
O=c1[nH]c(COc2ccc(Cl)cc2Br)nc2ccccc12	2
CCOC(=O)CC(NC(=O)c1cccs1)c1ccc(OCC)cc1 (stereo not given)	0
CC(=O)Nc1ccc(NCCc2ccco2)cc1	-5

Following part
SMILES	TbREL1 inh
O=C(CCNS(=O)(=O)c1ccccc1Cl)N1CCN(c2ccccn2)CC1	-2
Oc1ccc(Cl)cc1C=Nc1ccc(Br)cc1	-1
O=c1ccn([C@@H]2O[C@H](CNS(=O)(=O)C3CC3)[C@@H](O)[C@H]2O)c(=O)[nH]1	0
Cn1nnnc1SCCNCc1ccccc1OCc1ccc(Cl)cc1	2
Cc1ccc(C)c(NC(=O)COC(=O)CNC(=O)c2ccccc2Cl)c1	3
CC1(C)Cc2ccccc2-c2nnc(-c3ccc(O)cc3)n21	0
O=C(O)C[C@H]1c2cc(F)ccc2S(=O)(=O)N1C1CCCC1	2
CCN(CC)C(=O)CN1C(=O)C2(OCC(C)(C)CO2)c2ccccc21	6
CCOC(=O)N1CCN(C(=O)c2ccccc2N(Cc2ccccc2)S(=O)(=O)c2ccc(OC)cc2)CC1	-1
CC(=O)Nc1ccc([N+](=O)[O-])cn1	2
Cn1c(=O)c2c(nc(SCCNS(=O)(=O)c3ccccc3)n2C)n(C)c1=O	0
Cc1cc(N2C(=O)c3ccc(C(=O)NCc4ccccc4)cc3C2=O)no1	3
C=CCC[C@@H](Cc1ccc(F)cc1)C(=O)OC[C@@H](NC(=O)[C@@H](CC=C)CC(=O)N(CCO)Cc1ccccc1)c1ccccc1	-4
CNC(=O)CCSSCCC(=O)NC	-1
CSC1=NCCN1C(=O)c1ccc2ccccc2c1	-1
CC(=O)N(c1cccc(C(F)(F)F)c1)c1nc(/C=C/C(=O)O)cs1	-3
CN(c1ccccc1)S(=O)(=O)c1cccc(C(=O)Nc2ccc3c(c2)CCC3)c1	2
O=C1N(CC(=O)N2CCc3ccccc32)CCN1Cc1ccc(Cl)cc1	-2
O=C(NCc1ccc2c(c1)OCO2)c1cc(-c2ccc(Cl)cc2Cl)on1	1
Cc1cc2ccccc2cc(C)c1=O	-1
CC(=O)NC(Cc1ccc2c(c1)OCO2)C(=O)N1CCCN(C(C)=O)CC1 (stereo not given)	-2
CCOC(=O)C1=C(C)NC2=C(C(=O)CC(C)(C)C2)C1c1ccc(N(C)C)cc1 (stereo not given)	-4
Cn1c2ccccc2c(=O)c2cc(C#Cc3ccsc3)ccc21	7
Cc1ccc(NC2=C(Cl)C(=O)OC2OC(=O)c2ccco2)c(C)c1 (stereo not given)	-1
CSc1nc2n(n1)C(c1ccccn1)C1=C(CC(C)(C)CC1=O)N2 (stereo not given)	6
Cc1ccc(CN2CC34C=CC(O3)C(C(=O)NCc3ccc5c(c3)OCO5)C4C2=O)cc1 (stereo not given)	6
COc1ccc(C(CNC(=O)c2ccc(S(=O)(=O)N3CCOCC3)cc2)N2CCCCC2)cc1 (stereo not given)	-3
Cn1nnnc1SCCNCc1ccccc1OCc1ccccc1Cl	-2
COC(=O)C(Cc1ccccc1)NC(=O)CSc1nc(C)cc(=O)[nH]1 (stereo not given)	2
O=C(CSc1nccc2ccccc12)N1CCN(Cc2ccc3c(c2)OCO3)CC1	1
O=C(CSc1n[nH]c(-c2ccc(Br)cc2)n1)NC1CCCC1	3
CCOn1c(-n2nc(C)cc2C)nc2ccccc2c1=O	-1
Cc1ccc(-c2c(C#N)c(N)n(-c3ccc(C)cc3)c(=O)c2C#N)cc1	-2
CN1CCN(C(=S)Nc2cc([N+](=O)[O-])ccc2Cl)CC1	6
Cc1sc2ccccc2c1CNC[C@H]1O[C@@H](n2cnc3c(N)ncnc32)[C@H](O)[C@@H]1O	5
CC(=O)/C=C1/C(=O)Nc2ccccc21	3
COc1cc(NS(=O)(=O)c2ccc(OC)c(C)c2C)c(OC)cc1Cl	0
CCOC(=O)Cc1ccc(NC(=O)c2cccc([N+](=O)[O-])c2)cc1	5
CCOC(=O)[C@H]1[C@H]2COc3ccc(OC)cc3[C@H]2N2C(=O)CNC(=O)[C@@]12C	1
CC1(C)CC2CC(C)(CN2S(=O)(=O)c2ccc(N)cc2)C1 (stereo not given)	5

Exported as labelled records: 4 of the compounds above
> CCOC(=O)C1=C(C)NC2=C(C(=O)CC(C)(C)C2)C1c1ccc(N(C)C)cc1 (stereo not given)
  TbREL1 inh = -4

> Cn1c2ccccc2c(=O)c2cc(C#Cc3ccsc3)ccc21
  TbREL1 inh = 7

> Cc1sc2ccccc2c1CNC[C@H]1O[C@@H](n2cnc3c(N)ncnc32)[C@H](O)[C@@H]1O
  TbREL1 inh = 5

> Cc1ccc(-c2c(C#N)c(N)n(-c3ccc(C)cc3)c(=O)c2C#N)cc1
  TbREL1 inh = -2

Additional records:
SMILES	TbREL1 inh
COC(=O)c1ccc(OCC(=O)c2ccccc2OC)cc1	-2
C/C(=N\OCC(=O)Nc1ccc(OC(F)(F)F)cc1)c1ccc2c(c1)OCCO2	-1
O=C(NCC1CCCN1S(=O)(=O)c1ccccc1)c1cccc(Cl)c1 (stereo not given)	-3
CCOc1cc(C(=O)Nc2nnc(S(=O)(=O)N3CCOCC3)s2)cc(OCC)c1OCC	6
CC1=C(C(=O)OC(C)C)C(c2ccsc2)NC(=O)N1C (stereo not given)	0
CCOc1cccc(-n2nnnc2-c2ccc(OC)cc2)c1	-1
COc1cc(NC(=O)C2CCCN(S(=O)(=O)c3ccc4c(c3)oc(=O)n4C)C2)cc(OC)c1 (stereo not given)	1
COC(=O)C(=C/C=C/c1ccco1)C(=O)OC	-1
CN(Cc1nccn1C)C(=O)CC1C(=O)NCCN1Cc1ccc(F)cc1Cl (stereo not given)	2
CCCN(C)C[C@@H]1OCCCC[C@@H](C)Oc2ccc(NC(=O)c3ccccc3)cc2C(=O)N([C@H](C)CO)C[C@@H]1C	1
COc1ccc(F)cc1C1=CC(=O)C[C@H](c2ccc3c(c2)OCO3)C1	4
COCCCNC(=O)CSc1nnc(-c2cccnc2)n1C1CCCCC1	0
Cc1ccc(NC(=O)COc2ccc(-c3nnco3)cc2)cc1S(=O)(=O)N1CCOCC1	-3
O=C(C[C@H]1C/C=C\C[C@H](Cc2ccc(F)cc2)C(=O)O[C@@H](c2ccccc2)CNC1=O)N[C@H](CO)Cc1ccccc1	-2
COC(=O)[C@H](CC1(c2cn(S(=O)(=O)CC[Si](C)(C)C)c3ccccc23)C(=O)Nc2ccccc21)NC(=O)OC(C)(C)C (stereo not given in full)	6
CCCCCCNC(=O)c1ncn[nH]1	-2
CCCn1c(N)c(C(=O)CSc2nc3ncc(Cl)cc3[nH]2)c(=O)[nH]c1=O	-2
Cn1c(SC/C=C/c2ccccc2)nnc1-c1cccs1	0
CCOC(=O)/C=C1\CN(Cc2ccc(OC)cc2)S(=O)(=O)c2ccccc21	2
COC(=O)c1ccc(NC(=S)NCc2ccco2)cc1	2
COc1ccc(CNC(=O)Cn2nc(C)n3cccc3c2=O)cc1	0
O=C(Oc1cc(Cl)cc(Cl)c1)c1cnc2n(c1=O)CCS2	0
C=CCn1c(SCC(=O)Nc2cc(Cl)ccc2C(=O)O)nc2sc(C)c(C)c2c1=O	-1
COC(=O)Cn1c(N)[n+](Cc2ccccc2)c2ccccc21	2
O=C(Nc1nc2ccccc2s1)C1CC(=O)N(c2ccc(Br)cc2)C1 (stereo not given)	2
Nc1nc(-c2ccccc2)ns1	3
CC(=O)C(Sc1ccc2nnc(-c3ccc(F)cc3)n2n1)C(C)=O	3
CC(=O)N1c2ccccc2N2C(c3c(C)c(C)cc(C)c3C)=NON12	1
COc1ccc2oc(C(=O)OCC(=O)NC(=O)NC(C)C)c(C)c2c1	-2
COc1ccc(CNC(=O)CN2CCN(S(=O)(=O)c3c(C)c(C)cc(C)c3C)CC2)cc1OC	0
O=C(c1ccc2c(=O)n(-c3ccccc3)c(=S)[nH]c2c1)N1CCN(c2ccccc2)CC1	-7
Cc1ccc(-c2nc(C#N)c(NCCN3CCCCC3)o2)cc1	0
Cc1ccc([N+](=O)[O-])cc1-c1ccc(/C=N/NC(=O)c2cc3c(ccc4ccccc43)o2)o1	0
C=CCn1c(N)cc(=O)nc1SC(CC)C(=O)Nc1ccc(C(C)=O)cc1 (stereo not given)	5
Cn1c(=O)[nH]c(=O)c2c1nc(Br)n2CCCSc1nc2ccccc2o1	-3
N#Cc1ccc(CSc2nnc(-c3ccccc3)n2Cc2ccco2)cc1	-2
Cc1nc2ccc(S(=O)(=O)NC(C(=O)N3CCC(C)CC3)C(C)C)cc2s1 (stereo not given)	3
COc1ccc(NC(=O)CN(C)S(=O)(=O)c2ccc(Br)s2)cc1OC	3
C[C@H]1CNC(=O)c2c(C(=O)N[C@@H](Cc3c[nH]c4ccccc34)C(=O)OC(C)(C)C)ncn21	-5
COc1ccc(NC(=O)C2=C(C)NC(=O)NC2c2ccccc2[N+](=O)[O-])cc1 (stereo not given)	1
Cc1cc(NS(=O)(=O)c2ccc(NC(=S)NC(=O)c3ccc(Cl)cc3Cl)cc2)no1	-3
Cc1ccc(S(=O)(=O)N2CCC[C@H]2C(=O)OCC(=O)c2ccc3c(c2)NC(=O)CO3)cc1	-1
CCOc1ccccc1Nc1nc(N)nc(CSc2nccc(C)n2)n1	0
COc1ccc(C)cc1S(=O)(=O)Nc1ccc2c(c1)N(C(C)=O)CCC2	-1
Cc1ccc2c(c1)nnn2C1CCN(S(=O)(=O)c2ccc3ccccc3c2)CC1	-4
CC1CCc2c(sc(NC(=O)c3ccc(Cn4cc([N+](=O)[O-])cn4)o3)c2C#N)C1 (stereo not given)	3
Cc1ccc(-n2c3c(cc(C(=O)N4CCN(C)CC4)c2=O)C(=O)CC(C)(C)C3)cc1	1
CCOC(=O)c1cccc(NC(=O)CN(C)S(=O)(=O)c2ccc(C)c(C)c2)c1	0
COC(=O)c1c(NC(=O)c2nc3nc(C)cc(C(F)F)n3n2)sc2c1CCC2	0
CCOC(=O)CNC(=O)CSc1nnc(-c2ccc(OC)cc2)n1CC	-3

A portion of the library; the hit share may differ from the screen's.
